Compound activity as filed in PubChem.
ABHD5-PLIN5 inh – ABHD5-PLIN5 interaction inhibitors, primary screen, cell lysate, split luciferase complementation, luminescence. Perilipin-5 (Homo sapiens) + 1-acylglycerol-3-phosphate O-acyltransferase ABHD5 (Homo …. Split G. princeps luciferase complementation, 4 h. inhibition, % at 4 µM. 360,000 tested, 0.78% active. AID 602281, 2012;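 active = inhibition above the mean inhibition across every tested compound plus 3 SD, cut at about 22% in these data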;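 also: 0% = DMSO only wells and the 100% control is not disclosed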
Target sequence (Q00G26 whole entry, looked up): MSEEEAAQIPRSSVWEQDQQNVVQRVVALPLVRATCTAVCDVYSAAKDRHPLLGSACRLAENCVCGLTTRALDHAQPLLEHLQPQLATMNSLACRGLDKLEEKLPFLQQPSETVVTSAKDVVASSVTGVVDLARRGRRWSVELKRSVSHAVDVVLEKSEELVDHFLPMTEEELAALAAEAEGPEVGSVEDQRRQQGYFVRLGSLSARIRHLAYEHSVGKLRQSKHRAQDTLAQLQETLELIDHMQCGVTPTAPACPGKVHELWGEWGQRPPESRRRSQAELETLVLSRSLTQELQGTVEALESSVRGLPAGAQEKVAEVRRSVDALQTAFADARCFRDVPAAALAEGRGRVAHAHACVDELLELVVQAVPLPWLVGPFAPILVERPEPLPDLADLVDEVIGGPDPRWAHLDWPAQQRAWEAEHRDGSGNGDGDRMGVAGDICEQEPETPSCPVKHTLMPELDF
Target sequence (Q8WTS1 whole entry, looked up): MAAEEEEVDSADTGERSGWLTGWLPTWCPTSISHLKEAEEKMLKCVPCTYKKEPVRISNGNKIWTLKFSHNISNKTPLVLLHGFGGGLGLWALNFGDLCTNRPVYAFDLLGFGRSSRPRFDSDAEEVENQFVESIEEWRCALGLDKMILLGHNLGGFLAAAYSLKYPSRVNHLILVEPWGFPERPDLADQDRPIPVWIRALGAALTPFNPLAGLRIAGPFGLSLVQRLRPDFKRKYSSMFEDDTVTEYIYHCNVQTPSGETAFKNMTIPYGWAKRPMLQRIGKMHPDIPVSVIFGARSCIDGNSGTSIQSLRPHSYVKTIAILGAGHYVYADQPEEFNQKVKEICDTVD
NCOA1 inh – SRC1 coactivator transcriptional activity inhibitors, primary screen, cell-based, luminescence | Nuclear receptor coactivator 1 (Homo sapiens), Q15788 | HEK293 GAL4-SRC1 luciferase reporter | inhibition, % at 3.6 µM | 360,000 tested, 0.12% active | AID 588354, 2011;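 active = inhibition above the campaign mean plus 3 SD, with each screening campaign given its own cutoff, cut at about 60% in these data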;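 also: 0% = DMSO treated cells and 100% = gossypol at 36 µM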
NR5A2 inv ag – LRH-1 (NR5A2) inverse agonists, primary screen, cell-based, luminescence, HEK293T, StAR-luciferase reporter; AID 602396, 2012; inhibition, % at 3.6 µM; Nuclear receptor subfamily 5 group A member 2 (Homo sapiens), O00482; LRH-1 transfected, 24 h; 360,000 tested, 0.13% active;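 active = inhibition above the mean inhibition of all tested compounds plus 3 SD, cut at about 73% in these data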;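 also: 0% = DMSO wells and 100% = reporter-only cells lacking LRH-1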
SRC3 inh – SRC3 coactivator transcriptional activity inhibitors, primary screen, cell-based, luminescence. Nuclear receptor coactivator 3 (Homo sapiens), Q9Y6Q9. HEK293 GAL4-SRC3 luciferase reporter. inhibition, % at 3.6 µM. 360,000 tested, 0.17% active. AID 588352, 2011;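 active = inhibition above a per-campaign cutoff, the mean of all compounds plus 3 SD, cut at about 60% in these data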;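 also: 0% = DMSO-treated cells and 100% = gossypol-treated cells at 36 µM; higher means less SRC3-driven luciferase light from the GAL4 reporter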
NOD2 RIPK2 PPI – NOD2-RIPK2 binding disruptors in cells, primary screen, fluorescence, CHO cells, BLA complementation; CCF4 ratio; inhibition, % at 4.98 µM; 360,000 tested, 0.38% active; in the data active = inhibition above about 21%;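 also: 0% = vehicle only and 100% = reference blocker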
MC4R barr agon – MC4R agonists recruiting beta-arrestin, primary screen, cell-based, luminescence, agonist arm of biased-ligand search; Melanocortin receptor 4 (Homo sapiens), P32245; U2OS MC4R beta-arrestin complementation; percent of melanotan II response, DMSO zero; activation, % at 8.9 µM; 360,000 tested, 0.98% active;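 active = activation above a per-plate cutoff, the mean activation of sample wells on that plate plus 3 SD, cut at about 8% in these data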
COUP-TFII inh – NR2F2 transcriptional activity inhibitors, primary screen, cell-based, luciferase reporter, HEK293T, luminescence; COUP transcription factor 2 (Homo sapiens), P24468; HEK293T NGFI-A luciferase reporter; inhibition, % at 8.6 µM; 370,000 tested, 0.7% active;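 active = inhibition above a per-plate cutoff, mean inhibition of test wells between control levels plus 3 SD, cut at about 38% in these data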;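 also: cells cotransfected with COUP-TFII expression vector driving the NGFI-A reporter; 0% = median of COUP-TF2 test wells and 100% = reporter-only cells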
TLR9-MyD88 inh – inhibitors of TLR9-MyD88 association in cells, primary screen, cell-based, CHO, BLA complementation, fluorescence; Toll-like receptor 9 (Homo sapiens) + Myeloid differentiation primary response protein …; CCF4 FRET ratio; inhibition, % at 4.98 µM; 340,000 tested, 0.21% active; AID 504734, 2011;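 active = inhibition above the mean over all tested compounds plus 3 SD, cut at about 21% in these data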;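 also: 0% = DMSO only wells and 100% = clavulanate BLA inhibitor control wells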
LMP1 NFkB inh – EBV LMP1-driven NF-kappaB luciferase reporter inhibitors, primary screen, cell-based, luminescence, single point. LMP1-induced NF-kappaB luciferase reporter cells. inhibition, % at 12.5 µM. 350,000 tested, 0.69% active. AID 504558, 2011; in the data active = inhibition above about 41%;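 also: 0% = neutral control wells and 100% = reference inhibitor control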
MC4R antagonist – MC4R antagonists of cAMP signaling, primary screen, cell-based, TR-FRET, antagonist arm of biased-ligand search; 360,000 tested, 0.48% active; Melanocortin receptor 4 (Homo sapiens), P32245; MC4R-expressing cells, MTII-stimulated cAMP, LANCE TR-FRET; inhibition, % at 6.5 µM;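 active = inhibition above its plate's cutoff, the mean of tested wells on that plate plus 3 SD, cut at about 29% in these data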;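 also: 0% = Melanotan II alone and 100% = Melanotan II plus saturating MCL0020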
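Material – human MC4R-expressing U2OS cells · Repeats – no replicates · Detection – TR-FRET with Eu-cAMP and labeled anti-cAMP, 671 nm · Times – compound 30 min, challenge 1 h, detection 1 h · Compound – single nominal compound dose of 6.5 µM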
SRC2 inh – inhibition of GAL4-SRC2 driven luciferase reporter, primary screen, SRC2 inhibitor project, cell-based, luminescence; Nuclear receptor coactivator 2 (Homo sapiens), Q15596; HEK293 GAL4-SRC2 luciferase reporter; inhibition, % at 9 µM; 370,000 tested, 0.17% active;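 active = inhibition above the mean inhibition of all tested compounds plus 3 SD, set per campaign, cut at about 52% in these data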;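 also: 0% = DMSO treated cells and 100% = cells given Gossypol at 36 µM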
* marks the source's active call; other numbers are inactive results; . = not tested or not shown. An excerpt; the hit share may differ from the screen's.

smiles	ABHD5-PLIN5 inh	NCOA1 inh	NR5A2 inv ag	SRC3 inh	NOD2 RIPK2 PPI	MC4R barr agon	COUP-TFII inh	TLR9-MyD88 inh	LMP1 NFkB inh	MC4R antagonist	SRC2 inh
Cn1c(=O)c2c(nc(N3CCOCC3)n2CCCNC2=NCCCCC2)n(C)c1=O	-6	5	-5	-4	-1	-2.5	4	-7	-4	5	-5
CC1CCN(C(=S)c2cccc([N+](=O)[O-])c2)CC1	-4	-7	-6	-1	-3	1.7	-18	-4	6	15	-3
COC(=O)C1=C(C)NC(=O)NC1c1cn(-c2ccccc2)nc1-c1cccs1 (stereo not given)	7	-13	2	7	-3	-0.4	9	-10	5	8	-17
CC(Sc1cccc[n+]1[O-])C(=O)Nc1ccc(Oc2ccccc2)cc1 (stereo not given)	4	0	-2	0	2	-1.1	3	-1	4	12	-4
CCOc1ccc(NC(=O)CC2C(=O)N(CC)C(=S)N2CCNC(C)=O)cc1 (stereo not given)	-10	-3	14	-3	-1	-0.9	5	-7	3	-5	0
CCOC(=O)[C@]12CCCC=C1N(Cc1cccc3ccccc13)C(=O)[C@H](CC(=O)NCCCN1CCCC1=O)C2	0	.	-13	.	-3	.	0	.	.	.	-29
O=C(Cn1c(C(=O)NCC2CCCO2)cc2sccc21)c1ccccc1 (stereo not given)	2	-11	-4	6	-5	-1.7	.	6	-8	0	.
Cn1nc(C(=O)OCC(=O)c2ccc(Cl)cc2)c2ccccc2c1=O	-5	9	11	-5	-10	-1.5	5	2	4	1	8
Cc1cccc(NC(=O)C2C3C=CC(C4CC34)C2C(=O)O)c1 (stereo not given)	-1	-11	16	21	-3	-3.4	-2	-13	-8	-2	-9
Nc1nonc1-c1nc2ccccc2n1CC(=O)N/N=C/c1ccc(-c2cccc(C(=O)O)c2)o1	1	9	-35	-5	0	-1.2	8	-2	-5	13	-8
COCCN(CC(=O)NC1CCCCC1)C(=O)CSc1nc2ccccc2o1	-5	-3	1	-9	-7	-1.0	2	-6	-3	2	-22
CC1CCCN(c2nc(NCc3ccco3)nc(N)c2[N+](=O)[O-])C1 (stereo not given)	0	18	12	17	-4	-1.1	41*	-6	8	-2	1
COc1ccc(N2C(=O)c3ccccc3NC2c2ccc(OC)c(Cn3nnc4ccccc43)c2)cc1 (stereo not given)	-2	-82	-126	-57	0	-3.6	-46	-9	0	-4	-96
COc1ccc([C@H]2CC(=O)C=C(c3ccccc3)C2)cc1OC	2	-10	11	5	10	-1.2	16	-8	5	6	-7
O=C(COC(=O)CNC(=O)c1ccccc1F)Nc1cccnc1Cl	8	0	-2	18	-6	-1.6	-15	-3	0	17	4
COc1cc(Cc2nc3ccccc3n2C(C)c2nc3ccccc3[nH]2)cc(OC)c1 (stereo not given)	0	.	6	.	-4	.	-4	.	.	.	-37
CCN(CC(=O)Nc1c(C(=O)OC)[nH]c2ccccc12)c1ccc2c(c1)OCO2	5	2	0	11	-4	0.3	0	-4	10	-17	-31
N#Cc1nc(COc2ccccc2)oc1NCCCn1ccnc1	9	-47	-4	-18	8	4.5	-9	1	-4	7	-38
CCCCC(CC)Cn1c(O)c(/C=C2\C=NN=C2c2ccccc2)sc1=S (stereo not given)	0	0	-19	5	-1	-2.2	7	-6	8	5	20
COc1ccc(S(=O)(=O)N(CC(=O)NCC2CCCO2)c2ccc(F)cc2)cc1OC (stereo not given)	3	-51	5	-16	-7	2.4	5	6	-5	6	-5
COc1ccc(CCNC(=O)COc2ccc(S(=O)(=O)N3CCOCC3)cc2)cc1OC	-4	13	-5	-6	-3	-0.2	-6	1	-10	-1	-23
CC(C)CC1C(=O)N(Cc2cn(CC3CCCCC3)nn2)CCS(=O)(=O)N1Cc1ccc(-c2cccc(CO)c2)cc1 (stereo not given)	-14	-2	-23	-12	-9	-2.2	4	1	7	-2	15
Cc1ccccc1CSCCNC(=O)c1ccc(Cl)c(S(=O)(=O)N2CCOCC2)c1	-4	-16	-6	13	2	0.5	33	-3	8	2	20
COc1ccc(C2=NOC(Cn3nc(C(=O)NCC4CC4)cc3-c3ccccc3)C2)cc1 (stereo not given)	3	13	-10	-5	-12	-0.2	-7	-2	5	5	12
CC(C)c1nnc(NC(=O)CC(=O)Nc2ccccc2C(=O)O)s1	-3	-5	-35	-17	3	-2.1	-12	0	31	-2	-30
CC1(C(=O)N2CCCCC2)CCN1C(=O)C1(c2ccccc2)CC1 (stereo not given)	-5	19	11	2	11	-2.8	15	.	.	-4	-1
C=C(C)CSc1nc(N)c(C#N)c(-c2ccc(C)cc2)c1C#N	-4	-8	11	-4	-6	1.9	-8	-6	12	8	7
COCCNC(=O)c1ccc2c(c1)nc(C)n2-c1cc(OC)c(OC)c(OC)c1	4	8	11	5	-20	-1.4	.	-6	-5	1	.
Cc1c(Cl)cccc1NC(=O)CNCc1ccccc1F	-1	-5	10	14	1	-2.1	10	-3	2	1	2
COc1ccc(C(=O)N2CCC(C(N)=O)CC2)cc1S(=O)(=O)N1CCCC1	0	-14	-16	24	-9	-0.4	-8	2	-1	17	4
Nn1c(COc2ccccc2)nnc1SCc1cc(=O)[nH]c2ccccc12	8	8	-9	6	-7	-0.2	11	-6	-14	-14	5
Cc1ccc(C(=O)NCCc2nnc3ccc(SCC(=O)Nc4ccccc4F)nn23)cc1	2	3	-4	10	-15	-0.3	6	-8	.	1	14
COc1ccc(NC(=O)CCNC(=O)c2ccccc2Cl)cc1OC	1	-5	-1	-9	-8	0.4	-16	-7	2	14	-25
Cc1ccc(Nc2cc(C)nc3nc(C)nn23)c(C)c1	6	4	10	-8	-12	-0.4	-6	-3	-1	-2	-7
CS(=O)(=O)N(CC(=O)Nc1ccccc1C(=O)NCc1ccccc1)c1ccc2c(c1)OCCO2	0	-28	2	9	-3	3.6	-3	4	-8	-7	-5
COC(=O)CSc1nc2sc3c(c2c(=O)n1-c1ccccc1)CCN(C)C3	7	-19	1	4	-5	0.9	9	6	-1	-3	15
CCn1c(SCc2ccc(Cl)cc2)nc2nc3c(cc2c1=O)CCCC3	12	8	7	1	1	-0.5	-5	-10	17	-5	13
O=C(Cc1ccc(S(=O)(=O)N2CCCC2)s1)NC1CCCCCC1	-5	-5	-2	-12	1	-1.3	-9	-2	-3	5	-9
CCc1cccc(C)c1NC(=O)CSc1nc2ccc(N3C(=O)c4ccccc4C3=O)cc2s1	-10	-5	14	-21	-3	0.8	24	0	-2	8	4
COc1ccc(-c2cc(C(N)=O)nc(N3CCCCCC3)n2)cc1	-4	-17	-5	17	-4	2.7	2	-18	-10	1	-1
C=CCn1c(N)cc(=O)nc1SCC(=O)Nc1ccccc1	-1	-26	-5	2	3	-0.3	13	-11	0	-6	11
Cc1sc2ncnc(SCC(=O)c3cccs3)c2c1C	-3	-44	-90	-63	-8	43*	-35	13	-7	-1	-36
CN(CC(=O)Nc1sccc1C#N)S(=O)(=O)c1ccc(F)cc1	-5	4	28	16	-6	1.8	0	-5	3	8	-5
Cc1cc(Nc2ccc(F)cc2)n2nc(C)nc2n1	7	2	-4	4	-1	-0.6	-12	4	-2	4	-10
O=C(OCC(=O)N1CCCC1=O)c1cccc(S(=O)(=O)N2CCOCC2)c1	14	5	5	4	-37	3.4	17	-12	-3	6	7
Cc1c(C(=O)NCc2ccc(Cl)c(Cl)c2)sc(=O)n1Cc1ccc(C(=O)N(C)C)cc1	1	-4	32	22	9	-0.2	50*	.	.	3	-5
CCOc1ccc(NC(=S)N2c3ccccc3CC2C)cc1 (stereo not given)	-11	-10	5	-6	0	0.9	11	-3	-3	6	22
Cc1nc2ccc(NC(=O)Cc3ccc(Br)cc3)cc2s1	1	5	-18	9	3	-0.2	4	0	4	-2	-6
COC(=O)c1c(NC(=O)C2C3C=CC(CC3)C2C(=O)O)sc(C)c1C (stereo not given)	-3	8	39	7	-5	0.6	0	5	0	10	-1
CNS(=O)(=O)c1ccc(NCC2COc3ccccc3O2)c([N+](=O)[O-])c1 (stereo not given)	11	-22	1	0	-4	-2.7	-6	2	-8	16	-15
FC(F)(F)c1cc(Cl)c2nnc(-c3ccccn3)n2c1	6	23	7	0	-5	-2.0	-5	3	-2	-2	-11
Nc1nc(SCc2ccc(F)cc2)n[nH]1	-3	4	-4	-5	12	-1.4	-20	-7	-4	8	-4
COc1ccc(C(=O)Nc2ccc(C(=O)O)cc2NC(=O)c2ccc(OC)cc2)cc1	-3	18	-24	15	2	1.6	3	7	5	16	6
COc1ccc([C@@H]2[C@@H]3C(=O)N(C(C)(C)C)C(=O)[C@@H]3[C@]3(C)C(=O)N(c4cccc(F)c4)C(=O)N23)cc1	4	-19	1	-7	-5	-2.0	-5	-7	-2	6	16
O=C(Nc1nnc(-c2ccc(F)cc2)s1)c1c(F)cccc1Cl	-3	3	3	-3	-7	-0.1	-6	4	-4	6	-28
COc1ccc(NS(=O)(=O)c2cc([N+](=O)[O-])ccc2N/N=C\c2c(C)[nH]c3ccccc23)cc1	-2	-25	9	1	9	-2.7	17	6	-8	0	-3
COc1ccc(C(=O)Cc2cnn(-c3ccccc3)c2)c(O)c1	-3	-86	-82	-92	-13	-0.3	-34	-11	-31	3	-68
O=C(Nc1ccc2c(c1)OCO2)C1COc2ccccc2O1 (stereo not given)	4	-73	-68	-57	5	-0.6	-23	5	-32	1	-34
